TAAR1 agonist: human TAAR1 agonism; Q96RJ0; CHO RD-HGA16 TAAR1, Fluo-8 calcium fluorescence; vehicle wells 0%, saturating PEA agonist 100%; activation, % at 3 µM; 0.99% of 360,000 active; AID 624467;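 active = activation above the mean activation of all test compounds in the run plus 3 SD, cut at about 38% in these data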
Target sequence (Q96RJ0 whole entry, looked up): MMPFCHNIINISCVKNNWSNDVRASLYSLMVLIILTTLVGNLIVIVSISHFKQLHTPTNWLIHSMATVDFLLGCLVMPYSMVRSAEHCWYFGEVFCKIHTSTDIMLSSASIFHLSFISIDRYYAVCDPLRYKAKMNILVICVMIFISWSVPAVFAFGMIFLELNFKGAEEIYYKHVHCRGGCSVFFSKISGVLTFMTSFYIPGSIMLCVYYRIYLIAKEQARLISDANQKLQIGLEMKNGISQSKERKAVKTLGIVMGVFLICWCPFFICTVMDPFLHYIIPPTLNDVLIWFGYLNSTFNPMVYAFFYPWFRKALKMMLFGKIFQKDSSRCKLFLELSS
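System: CHO-derived RD-HGA16 cells with stable Gα16 and human TAAR1. Times: 17-24 h plating, Fluo-8 75 min 37 °C, 30 min RT. Measured by: calcium-sensitive Fluo-8 signal, excitation 470-495, emission 515-575 nm. Read-out basis: % activation relative to PEA EC100 response. Control set: DMSO and PEA EC100. Repeats: no replicates (n 1).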
TAAR1 antag: human TAAR1 antagonism; 1.5% of 360,000 active; CHO RD-HGA16 TAAR1, Fluo-8 calcium fluorescence, antagonist; inhibition, % at 3 µM;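 active = inhibition above a per-plate cutoff, the mean inhibition of test compounds on that plate plus 3 SD, cut at about 49% in these data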;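 also: 0% = DMSO plus EC80 beta-PEA response and 100% = DMSO alone without agonist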
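Assay system: RD-HGA16 CHO cells with stable hTAAR1 and Gα16 / Reagent: EC80 β-phenethylamine stimulus / Doses: 3 µM, single point / Timing: dye loading 75 min at 37 °C, then 30 min room temperature / Measured by: Fluo-8 intracellular calcium dye fluorescence, real-time kinetic reads / Controls: vehicle wells and EC80 agonist wells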
M1 antag: blocks human M1 muscarinic receptor. 1.3% of 360,000 active. P11229. inhibition, % at 3 µM. AID 588852. CHO-K1 hM1, Fluo-8 calcium fluorescence, ACh EC80 antagonist;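 active = percent inhibition above its own plate's cutoff, namely the mean of that plate's compound wells plus 3 SD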;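 also: peak over basal fluorescence ratio during 140 s after agonist addition; 0% = ACh EC80 plus DMSO and 100% = DMSO alone without agonist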
Target sequence (P11229 whole entry, looked up): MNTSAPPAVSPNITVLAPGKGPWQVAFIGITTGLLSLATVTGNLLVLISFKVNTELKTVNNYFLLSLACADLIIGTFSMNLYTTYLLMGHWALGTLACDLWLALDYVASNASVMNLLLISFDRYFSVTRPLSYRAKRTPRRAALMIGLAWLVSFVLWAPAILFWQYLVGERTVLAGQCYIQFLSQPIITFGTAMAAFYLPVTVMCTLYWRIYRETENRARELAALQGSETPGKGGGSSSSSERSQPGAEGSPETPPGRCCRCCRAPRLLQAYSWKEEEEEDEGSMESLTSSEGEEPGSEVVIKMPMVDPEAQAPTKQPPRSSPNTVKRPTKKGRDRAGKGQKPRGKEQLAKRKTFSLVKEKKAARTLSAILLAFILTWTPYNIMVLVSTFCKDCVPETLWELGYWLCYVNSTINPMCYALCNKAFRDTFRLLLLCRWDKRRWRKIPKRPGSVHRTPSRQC
OXTR ag: human OXTR agonism; P30559; CHO-OTR cells, Fluo-8 calcium fluorescence; normalized: DMSO 0%, oxytocin 100%; AID 2435; 0.32% of 320,000 active; activation, % at 3 µM;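 active = activation above the mean of all tested compounds plus 3 SD, cutoff set per screening run, cut at about 20% in these data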;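 also: peak over basal fluorescence ratio from a 100 s FLIPR kinetic read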
OXTR potentiator: human OXTR potentiation; activation, % at 3 µM; AID 2445; 0.061% of 320,000 active; P30559; CHO-OTR cells, Fluo-8 calcium fluorescence, potentiator mode; 0% = oxytocin EC15, 100% = EC100;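 active = activation above that plate's cutoff, the mean activation of tested compounds plus 3 SD, cut at about 6.6% in these data, passing the limit was not always enough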;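 also: 100% uses oxytocin at 75 nM as the full agonist control; some results filed as inactive read as strong as hits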
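assay system = CHO-OTR cells, human receptor | schedule = compound 6 min at room temperature before oxytocin, 100 s read | detection = Fluo-8 intracellular calcium fluorescence, ex 470-495, em 515-575 nm | evaluation = normalized max/min fluorescence ratio, % activation | control set = EC15 oxytocin alone as 0%, 75 nM oxytocin (EC100) as 100%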
M1 ag: human M1 muscarinic receptor agonism; P11229; CHO-K1 hM1, Fluo-8 calcium fluorescence, agonist mode; 0% DMSO, 100% acetylcholine EC100; activation, % at 3 µM; 0.33% of 360,000 active;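 active = activation above the run's mean compound activation plus 3 SD, cut at about 16% in these data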;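 also: peak over basal fluorescence ratio within a 140 s kinetic read after compound addition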
V1R ag counter: counter-screen for oxytocin receptor agonists: human V1a receptor agonists | CHO-V1R cells, Fluo-8 calcium fluorescence, agonist mode; 0% DMSO, 100% 3 nM vasopressin | P37288 | activation, % at 3 µM | 0.25% of 320,000 active;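 active = activation above the mean activation of all tested compounds plus 3 SD, per screening run, cut at about 20% in these data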;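 also: signal is peak over basal fluorescence ratio across a 100 second FLIPR read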
CHRM1 PAM: human CHRM1 positive allosteric modulation; P11229; CHO-K1 hM1, Fluo-8 calcium fluorescence, ACh EC20; 0% = ACh EC20, 100% = maximal ACh; activation, % at 3 µM; 0.088% of 360,000 active; in the data active = activation above about 19%, passing the limit was not always enough
CHO parental Ca: counter-screen for OX1R antagonists: effect in parental CHO cells. parental CHO-K1, ATP-induced calcium, Fluo-8 fluorescence. inhibition, % at 5.6 µM. 0.63% of 330,000 active. AID 463079;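 active = inhibition above that plate's mean sample inhibition plus 3 SD, cut at about 26% in these data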;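 also: 0% = ATP-challenged DMSO wells and 100% = DMSO wells without ATP; some compounds past the cut are filed as inactive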
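Assay system: untransfected parental CHO cell line. Also added: ATP agonist challenge. Dosing: one dose, 5.6 µM nominal. Measured by: Fluo-8 fluorescence. Read-out: % inhibition. Benchmarks: ATP wells versus no-ATP DMSO wells. Repeats: no replicates.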
* = called active by the depositor; . = not tested or not shown.

SMILES	TAAR1 agonist	TAAR1 antag	M1 antag	OXTR ag	OXTR potentiator	M1 ag	V1R ag counter	CHRM1 PAM	CHO parental Ca
Cc1nn(C)cc1CNC(=O)C1C2CCC(O2)C1C(=O)O (stereo not drawn)	.	.	.	-0.1	-10	.	0.3	.	6
COc1ccc(NC(=O)c2c([N+](=O)[O-])c(C(C)(C)C)nn2C)cc1	-1	3	-2	-1.3	-9	-3	0.9	1	-6
CN(c1cccc(NC(=O)CSc2ccc(Cl)cc2)c1)S(C)(=O)=O	10	23	6	11	-8	1	10	0	3
C[C@]12CC[C@H](OC(=O)CCC(=O)O)CC1=CCC1C2CC[C@@]2(C)C1CC[C@@H]2N (stereo partly drawn)	2	-16	-12	0.1	1	-6	0.3	4	0
CNc1nc2c(c(=O)n(C)c(=O)n2C)n1Cc1ccccc1	9	7	-2	5.7	-4	-2	3.2	0	10
Cc1ccc(CN2CC(C(=O)N3CC(C)CC(C)C3)CC2=O)cc1 (stereo not drawn)	1	-3	8	-0.6	0	-3	-0.8	-2	-8
Cc1cs/c(=N\N=C\c2ccc(O)cc2)n1Cc1ccco1	2	-7	6	-0.4	-4	0	1.2	1	4
O=C(Nc1ccc(C2CCCCC2)cc1)C1CCCN(c2ncccn2)C1 (stereo not drawn)	4	7	-10	-0.2	-5	-5	0.7	6	-8
COc1cc(OC)cc(C(=O)N2CCN(Cc3ccc4c(c3)OCO4)CC2)c1	1	0	-12	-1.7	-8	-5	-0.1	6	-8
Cc1ccc(S(=O)(=O)N(Cc2cc3cccc(C)c3[nH]c2=O)c2ccccc2)cc1	0	-4	0	-0.1	-13	-2	0.6	7	-15
Cc1cc(/C=C(\C#N)c2nnc(N3CCOCC3)n2-c2ccccc2)c(C)n1-c1ccccc1	.	.	.	0.5	-8	.	0.0	.	2
Cc1ccc(S(=O)(=O)N/N=C/C(C)(C)CO)cc1	4	-7	0	-1.4	-12	-3	-0.2	0	-12
O=C(N[C@@H](Cc1ccccc1)C(=O)OCc1ccccc1)c1ccco1	6	19	-2	-1.0	-9	-4	-0.5	1	1
CCCCN1C[C@H](C)[C@@H](CC(=O)Nc2ccccc2)C1=O	1	13	-19	.	.	-2	.	8	.
COc1ccc(Cc2nc3ccc(C(=O)N4CCN(C)C(C)C4)cc3o2)cc1OC (stereo not drawn)	4	-48	11	5.9	-21	-6	6.4	-13	3
Cc1ccc(N2C(=O)c3sc4nnc(C)c(=O)n4c3C2=O)cc1	4	-21	-12	0.4	1	-2	-0.8	13	-4
CC(=O)c1ccc(S(=O)(=O)N(C)CCCC(=O)N(C)Cc2c(F)cccc2Cl)cc1	8	-1	-5	6.1	-11	-11	4.9	6	-1
CC1(C)CC2CC(C)(CN2C(=S)Nc2ccccc2F)C1 (stereo not drawn)	7	9	0	-0.9	-9	-3	0.0	4	4
S=C(NCCCN1CCOCC1)Nc1ccc(-c2nc3ccccc3[nH]2)cc1	1	11	2	1.1	-1	-6	-0.4	4	-4
CCCCNC(=O)CN1C(=O)NC(Cc2ccccc2)(Cc2ccccc2)C1=O	2	13	13	-0.8	-9	1	0.6	-5	-3
COC(=O)c1c(NC(=O)C2COc3ccccc3O2)sc2c1CCN(Cc1ccccc1)C2 (stereo not drawn)	2	10	0	-1.1	-6	-13	0.6	1	-24
COC(=O)C1=C(C)Nc2[nH]c(=S)[nH]c(=O)c2C1c1ccc(O)cc1 (stereo not drawn)	2	-14	-15	0.3	-1	-1	0.0	9	-9
Cc1nc(NC(=O)c2csc3ccccc23)sc1C	11	13	6	-1.7	-10	-9	-1.3	-8	-11
O=C(NCCCn1ccnc1)c1cc(-c2ccncc2)nc2ccccc12	0	10	29	0.2	-18	-8	-0.6	-12	-13
O=C(NCCOc1nc(N2CCOCC2)nc(N2CCOCC2)n1)Nc1ccccc1	9	-8	-37	0.7	-1	5	0.5	18	-9

A second format for some results above.
Results follow in this order: TAAR1 agonist, TAAR1 antag, M1 antag, OXTR ag, OXTR potentiator, M1 ag, V1R ag counter, CHRM1 PAM, CHO parental Ca
COc1ccc(Cc2nc3ccc(C(=O)N4CCN(C)C(C)C4)cc3o2)cc1OC (stereo not drawn)
  4, -48, 11, 5.9, -21, -6, 6.4, -13, 3
Cc1ccc(N2C(=O)c3sc4nnc(C)c(=O)n4c3C2=O)cc1
  4, -21, -12, 0.4, 1, -2, -0.8, 13, -4
CC(=O)c1ccc(S(=O)(=O)N(C)CCCC(=O)N(C)Cc2c(F)cccc2Cl)cc1
  8, -1, -5, 6.1, -11, -11, 4.9, 6, -1
CC1(C)CC2CC(C)(CN2C(=S)Nc2ccccc2F)C1 (stereo not drawn)
  7, 9, 0, -0.9, -9, -3, 0.0, 4, 4
S=C(NCCCN1CCOCC1)Nc1ccc(-c2nc3ccccc3[nH]2)cc1
  1, 11, 2, 1.1, -1, -6, -0.4, 4, -4
CCCCNC(=O)CN1C(=O)NC(Cc2ccccc2)(Cc2ccccc2)C1=O
  2, 13, 13, -0.8, -9, 1, 0.6, -5, -3
COC(=O)c1c(NC(=O)C2COc3ccccc3O2)sc2c1CCN(Cc1ccccc1)C2 (stereo not drawn)
  2, 10, 0, -1.1, -6, -13, 0.6, 1, -24
COC(=O)C1=C(C)Nc2[nH]c(=S)[nH]c(=O)c2C1c1ccc(O)cc1 (stereo not drawn)
  2, -14, -15, 0.3, -1, -1, 0.0, 9, -9
Cc1nc(NC(=O)c2csc3ccccc23)sc1C
  11, 13, 6, -1.7, -10, -9, -1.3, -8, -11
O=C(NCCCn1ccnc1)c1cc(-c2ccncc2)nc2ccccc12
  0, 10, 29, 0.2, -18, -8, -0.6, -12, -13
O=C(NCCOc1nc(N2CCOCC2)nc(N2CCOCC2)n1)Nc1ccccc1
  9, -8, -37, 0.7, -1, 5, 0.5, 18, -9

Exported with each value named: 2 of the compounds above.
Cc1cc(/C=C(\C#N)c2nnc(N3CCOCC3)n2-c2ccccc2)c(C)n1-c1ccccc1
  TAAR1 agonist: .	TAAR1 antag: .	M1 antag: .	OXTR ag: 0.5	OXTR potentiator: -8	M1 ag: .	V1R ag counter: 0.0	CHRM1 PAM: .	CHO parental Ca: 2

Cc1ccc(S(=O)(=O)N/N=C/C(C)(C)CO)cc1
  TAAR1 agonist: 4	TAAR1 antag: -7	M1 antag: 0	OXTR ag: -1.4	OXTR potentiator: -12	M1 ag: -3	V1R ag counter: -0.2	CHRM1 PAM: 0	CHO parental Ca: -12

Continuation:
SMILES	TAAR1 agonist	TAAR1 antag	M1 antag	OXTR ag	OXTR potentiator	M1 ag	V1R ag counter	CHRM1 PAM	CHO parental Ca
C=CCn1c(C)cc(C(=O)COC(=O)/C=C/c2c(C)nn(C3CCS(=O)(=O)C3)c2Cl)c1C (stereo not drawn)	9	35	-3	0.2	-6	-2	1.8	1	-5
O=C(NNC(=O)c1ccncc1)Nc1ccc(N=Nc2ccccc2)cc1	15	0	-13	.	.	18*	.	15	.
Cc1cccc(OP(=O)(Nc2c(C)n(C)n(-c3ccccc3)c2=O)Oc2cccc(C)c2)c1	13	9	-8	0.4	-15	-2	1.5	5	-16
COc1ccccc1N(C(=O)c1ccncc1)c1nc(-c2ccc([N+](=O)[O-])cc2)cs1	3	48	-3	-0.4	-15	-6	0.1	-3	-13
C#Cc1ccc([C@@H]2C=C(C(=O)NCc3ccccc3)O[C@H](OCCCCO)C2)cc1	2	14	-14	-1.5	-7	-4	0.4	11	-6
CN(C)CCNC(=S)Nc1ccc(F)c(F)c1F	4	-2	4	-0.4	-2	-4	1.2	4	-2
Cc1ccc(Oc2cc(N3CCOCC3)nc(-c3ccccc3)n2)cc1	13	-32	2	-0.8	-9	0	0.0	2	-9
COc1ccc(CNc2cccc(C)n2)c(O)c1	0	3	0	3.3	-1	-5	0.6	-1	-16
O=C(Nc1cccc(-n2cccn2)c1)C1CCCN(Cc2cc3ccccc3[nH]2)C1 (stereo not drawn)	18	7	-6	.	.	-1	.	3	.
Cc1cc2ccccn2c1C(=O)c1nc(NCc2ccccc2)ncc1Cl	10	11	-3	-0.3	-17	-8	1.7	3	-12
CC(C)CC(N)c1csc(Nc2ccccn2)n1 (stereo not drawn)	6	6	-6	.	.	1	.	0	.
N#CC1=C(N)C(C#N)(C#N)C(c2cccnc2)C2CC(c3ccccc3)CC=C12 (stereo not drawn)	.	.	-2	2.0	-17	-2	2.9	3	-18
Cc1coc2c1c(C)cc1oc(=O)c(CC(=O)NCCCN3CCCC3=O)c(C)c12	-1	2	-8	-0.6	5	-8	-0.5	5	-17
CCc1nn(CC(=O)NCCCN2CCN(C)CC2)c(=O)c2cc3sc(C)cc3n12	2	-19	-6	-0.9	-9	-4	0.2	4	-6
COc1ccc(S(=O)(=O)Oc2ccc3c(c2)O/C(=C\c2cccnc2)C3=O)cc1	5	16	-11	2.3	-5	-1	1.8	5	-6
O=C(CSc1nnc(-c2cccnc2)o1)OC1CCCCC1	14	1	-12	-0.1	3	-3	0.9	6	-15
CC1CCCCC1NC(=O)c1cn(C)c2ccc(S(=O)(=O)N3CCOCC3)cc2c1=O (stereo not drawn)	5	-16	-6	3.5	-6	-1	4.0	7	-17
COCCn1c(SCc2ccc(C(=O)OC)o2)nnc1-c1c[nH]c2ccccc12	1	-14	-7	-0.7	-3	-4	0.2	0	2
CCC1CCCCN1Cc1nc2c(c(=O)n(C)c(=O)n2C)n1Cc1ccccc1 (stereo not drawn)	-1	-13	-6	-1.8	-6	-9	-0.1	1	-1
COc1cc2c(c(OC)c1CC=C(C)C)C[C@H](c1ccc(O)cc1O)CO2	0	4	13	-0.2	-5	-2	3.4	2	13
CCC(CC)C1C(C#N)=C(N)Oc2cc(C)oc(=O)c21 (stereo not drawn)	0	11	2	0.9	6	-6	5.0	-6	-15
c1ccc(-c2cc(N3CCCCC3)c3ccccc3n2)cc1	9	-24	-1	-1.3	1	-4	-0.6	3	-19
Cc1n[nH]c(=O)c2c(NC(=O)CSc3nc4ccccc4c(=O)n3CCCO)oc(C)c12	7	-30	-4	1.1	-5	-1	-0.1	4	-2
COc1cc(Cn2c3ccc(NC(=O)CCc4cccnc4)cc3c(=O)n2C)ccc1F	2	-10	4	.	.	-4	.	-3	.
Cc1ccc(S(=O)(=O)N(C)c2ccc(OC(=O)c3cc(=O)[nH]c4ccccc34)cc2)cc1	0	-6	-9	0.9	-6	-2	1.5	-1	-11

High-throughput results (PubChem)

Not a hit list, and some 3.7% of all compounds hit somewhere here.
